Compound activity (PubChem)
hcGAS inh – Primary biochemical luminescence assay for human cyclic GMP-AMP synthase inhibitors | 0.081% of 290,000 active | recombinant h-cGAS, ATP depletion, Kinase-Glo luminescence | inhibition, % at 12.5 µM;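 further: 0% = vehicle reaction and 100% = reaction without DNA for no activity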
Target sequence (Q8N884 whole entry, looked up): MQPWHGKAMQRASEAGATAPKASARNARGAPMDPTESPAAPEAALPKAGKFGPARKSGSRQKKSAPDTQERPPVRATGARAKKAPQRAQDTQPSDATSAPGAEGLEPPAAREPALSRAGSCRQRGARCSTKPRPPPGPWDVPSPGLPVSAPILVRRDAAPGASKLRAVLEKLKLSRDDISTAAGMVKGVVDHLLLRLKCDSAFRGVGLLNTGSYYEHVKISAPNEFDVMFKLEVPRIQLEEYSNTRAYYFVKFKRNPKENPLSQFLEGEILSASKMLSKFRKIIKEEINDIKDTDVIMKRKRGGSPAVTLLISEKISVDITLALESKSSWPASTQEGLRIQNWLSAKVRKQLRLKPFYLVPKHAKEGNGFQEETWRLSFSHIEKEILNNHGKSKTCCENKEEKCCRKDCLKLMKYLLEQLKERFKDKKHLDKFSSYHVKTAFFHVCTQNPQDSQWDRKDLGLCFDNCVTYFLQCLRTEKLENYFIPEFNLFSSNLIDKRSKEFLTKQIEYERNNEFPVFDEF
NPYLR7 agonist – agonists of mosquito NPYLR7 receptor, primary screen, cell-based, Aedes aegypti, calcium fluorescence, mosquito biting behavior | Aedes aegypti neuropeptide Y-like receptor 7 (NPYLR7) | HEK293T NPYLR7/Galpha15, GCaMP6s calcium fluorescence | activation, % at 10 µM | 0.15% of 270,000 active | AID 1259423, 2018; in the data active means activation above about 40%;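 further: 0% = vehicle and 100% = reference agonist at the receptor; some compounds past the cut are filed as inactive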
mcGAS lum – cyclic GMP-AMP synthase inhibitors, mouse, primary biochemical chemiluminescence; recombinant cGAS, Kinase-Glo ATP depletion luminescence; inhibition, % at 12.5 µM; 0.15% of 160,000 active; AID 1259399, 2018;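 further: 0% = negative control wells and 100% = reference inhibitor with no enzyme activity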
The depositor's hits bear a star; x = no result given; & = joins results of further samples. Unless noted, no stated cut-off is given here; in the data, active means inhibition above about 40%; inactive means the rest. An unsorted share of the library, and some 0.26% of all compounds hit somewhere here.

SMILES	hcGAS inh	NPYLR7 agonist	mcGAS lum
N#Cc1ccc(C(=O)N(CCCN2CCOCC2)c2nc3c(F)cc(F)cc3s2)cc1	0	-5	-3
CCCNC(=O)C1(C)CCN(Cc2ccc(Oc3ccccc3)cc2)C1 (stereo not given)	4	2	x
Cc1ccc2cc(CN3CC(n4cccn4)C3)c(=O)[nH]c2c1	-4	24	x
Nc1nccc(N2CCOC(CC(c3ccccc3)c3ccccc3)C2)n1 (stereo not given)	-6	3	-22
O=C(O)CSc1ncccn1	-5	-3	x
Cc1ccc(OCCCN(C)C(=O)c2cn(-c3ccccc3)nn2)c(C)c1	-2	2	x
O=C(NCc1ccco1)c1nnn(-c2ccccc2)c1CSc1ncccn1	-8	0	-6
O=C(CSc1ncn[nH]1)NCc1cccnc1Oc1ccccc1F	1	x	-7
Cc1noc(C)c1/C=C1/COc2ccc(F)cc2C1=O	-2	-1	1
CCOC(=O)CC1=NC2(CCCC2)Cc2cc(OC)c(OC)cc21	-8	16	x
O=C(NNS(=O)(=O)c1c(F)cc(F)cc1Br)C1CCCCC1	-5	11	x
CCn1nc(C)cc1C(=O)N1CCN(c2ncccc2C(=O)NCCc2ccc(OC)c(OC)c2)CC1	4	5	1
COc1cc2c(cc1OC)C(CNC(=O)c1ccc(Cl)cc1)N(Cc1cccc(C)c1)CC2 (stereo not given)	-3	5	-5
CCc1c(C)nn(-c2ccc(C(=O)NCc3ccc(OC)cc3)cc2)c1C	-4	-9	-5
CCCCNC(=O)N(CCN1CCOCC1)CC(=O)N(Cc1ccc2c(c1)OCO2)Cc1ccc(C)o1	-2	11	-5
O=C(CSc1nc2c3ccccc3ncn2n1)Nc1cccc(Cl)c1	0	-4	-6
O=C(CSc1nc(O)cc(=O)n1C1CCCC1)NC1CC1	-13	9	x
CSC(C)CCN(C)CCn1nc(C)cc1C (stereo not given)	-13	x	-7
COCC(C)n1c(-c2ccccc2)csc1=Nc1cccc(C)c1 (stereo not given)	-7	1	x
COc1ccccc1OCc1cc(C(=O)N2CCCC(C(C)(C)O)C2)n[nH]1 (stereo not given)	-9	19	-17
Cc1ccc(OCc2cc(-c3ccco3)on2)c([N+](=O)[O-])n1	-5	1	x
CCCCCCCC(=O)N1CCC[C@@H]1C(=O)NCCCNC(=O)c1ccc(F)cc1	-2	x	-7
CC1(C)OCC(C2OC(Nc3ccc(C(=O)NCC(=O)NC4CCCCNC4=O)cc3)[C@H]3OC(C)(C)O[C@@H]23)O1 (stereo not given in full)	-4	-3	-4
Cc1cccc(N2CCN(C(=O)CC3Sc4ccccc4NC3=O)CC2)c1C (stereo not given)	6	-4	x
CN(Cc1ccsc1)C(=O)Cc1n[nH]c(=O)c2ccccc12	-9	4	x

Other records.
SMILES	hcGAS inh	NPYLR7 agonist	mcGAS lum
CC(=O)c1ccc(NC(=S)NNC(=O)CC#N)cc1	-3	2	x
CCc1nc(C)c(C(=O)N2CCc3c(nc(-c4ccccc4)[nH]c3=O)C2)o1	0	-1	x
COc1ccc(OCCNC(=O)C2CCS(=O)(=O)C2)cc1 (stereo not given)	-14	-3	x
Cc1cnccc1CNC(=O)Cn1nnnc1CN(C)C(C)C	-3	2	-7
O=C(N[C@H]1CCCCNC1=O)c1csc(CSc2nnc(-c3ccco3)n2-c2ccc(Cl)cc2Cl)n1	0	26	-5
O=C(CC1CCCC1)N1CC=C(c2ccc(O)cc2)CC1	-9	3	x
CCOCC(=O)Nc1ccc(OC(C)C)cc1C(F)(F)F	-10	3	x
CCc1c(C#N)c(N)nc2sc(C(=O)Nc3ccccc3)c(N)c12	3	-10	2
COc1ccc(N2CCN(c3cncc(-c4cccc(N)c4)n3)CC2)cc1OC	3	0	-2
Cc1ccccc1CC1(CO)CCCN(C(=O)Nc2c(C)cccc2Cl)C1 (stereo not given)	-3&-9	8&20	x
O=S(=O)(c1cc(Cl)ccc1Cl)N1CCCC1c1ccc2c(c1)OCCCO2 (stereo not given)	-5	-2	-6
c1ccc(-n2ccnc2)c(NCC2CCOCC2)c1	-7&-8	5&5	x
CC(=O)N(c1cccc(Cl)c1)c1nc(C=C2N=C(c3ccccc3Cl)OC2=O)cs1	-1	4	-5
Cc1cccc(-n2c(C)nnc2SCCO)c1	-12	13	x
C=CCN(C)Cc1cccc(C(=O)Nc2cnn(C)c2)c1	3	6	x
COC(=O)C1CCCCN1C(=O)CC1(c2cccc(C(F)(F)F)c2)CC(=O)N(C2CC2)C1=O (stereo not given)	-6	18	-11
COc1ccc(-c2ccc(CNCCNCC(C)O)o2)cc1Cl (stereo not given)	1	1	x
CC(=O)C1=C(O)C(=O)N(c2nnn(C)n2)C1c1cccs1 (stereo not given)	-3	6	x
O=C(c1ccc2ncsc2c1)N(C/C=C/c1ccccc1)CCO	-3	4	x
COC(CNC(=O)C1CCCC1)C(C)C (stereo not given)	3	16	x
COc1cc2c(cc1OC)C(c1ccccc1Cl)N(C(=O)c1ccc(SC(F)(F)F)cc1)CC2 (stereo not given)	-8	21	-10
CCC(C)c1ccc(NC(=S)Nc2cn(CC)nc2C(N)=O)cc1 (stereo not given)	-1	-9	x
CCOC(=O)c1ccccc1NC(=O)CSc1cn(CC(=O)N2CCCC2)c2ccccc12	-4	-2	-5
COCC(=O)N1CCN(c2cc(OC)cc(OC)c2)C(=O)C1C (stereo not given)	1	15	-4
CCCCCCCCCC(=O)N(CC(=O)N1CC(=O)N(c2ccc(Cl)cc2)C1)Cc1ccco1	2	x	-3

Among those listed so far, these contain a cyano group.
SMILES	hcGAS inh	NPYLR7 agonist	mcGAS lum
N#Cc1ccc(C(=O)N(CCCN2CCOCC2)c2nc3c(F)cc(F)cc3s2)cc1	0	-5	-3
CC(=O)c1ccc(NC(=S)NNC(=O)CC#N)cc1	-3	2	x
CCc1c(C#N)c(N)nc2sc(C(=O)Nc3ccccc3)c(N)c12	3	-10	2

Next part:
SMILES	hcGAS inh	NPYLR7 agonist	mcGAS lum
CCC1(CCC(=O)NC(Cc2ccccc2)c2ccccc2)CCC(=O)N1 (stereo not given)	-10	22	-12
Cc1nc(CCNC(=O)c2cccc(C#CC(C)(C)O)c2)nc2c1CCC2	-5	15	x
COc1ccc(-c2cc3c(=O)n(CC(=O)NCCC(C)C)ccn3n2)cc1	-4	3	-7
Cc1nnc(-c2cccc(C(C)N3CCCC3)c2)s1 (stereo not given)	-2	0	x
CCCNC(=O)Cn1nc2c(c1NC(=O)c1ccco1)CSC2	-3	-8	-6
Cc1nn2c(-n3ccnc3C)cc(-c3ccccc3)nc2c1-c1ccccc1	-13	4	-10
O=C(c1ccc(F)cc1)N(Cc1nccn1Cc1ccc(C(F)(F)F)cc1)CC1CCCO1 (stereo not given)	-8	7	-5
COc1cccc(-n2cc(CNC(=O)Nc3ccc(F)cc3F)nn2)c1	-12	10	-16
CC(C)CCOc1ccc(CNCC(C)(C)N(C)C)cc1	-3	11	x
O=C(NCc1ccccc1Br)c1cncn1-c1cccc(-c2cccc3c2sc2ccccc23)c1	-1	9	-6
OC(COc1ccccc1)CN(Cc1cccn1Cc1ccccc1F)CC1CCCCC1 (stereo not given)	-7	28	-5
O=C1NC(=O)C2(CCN(C(=O)Cc3ccc(-n4cccn4)cc3)CC2)N1	8	7	3
Cc1nc(C)c(CN2CCCC(C(=O)Nc3cccc(-n4cccn4)c3)C2)nc1C (stereo not given)	-1	9	x
C[C@H]1OC(=O)CC[C@@H]2[C@]1(C)CCC1[C@@]2(C)CC[C@@]2(C)C3CC(C)(C)CC[C@]3(CO)CC[C@]12C (stereo not given in full)	-3	3	-6
N=C(N)Sc1cn(Cc2ccc(Cl)cc2)c2ccccc12	-6	-9	-7
COc1ccc(CCC(=O)NCCCn2nc(-c3cccnc3)ccc2=O)cc1	-6	12	x
Cc1cc(CC(=O)N(Cc2cnn(C)c2)C(C)C)on1	-4	3	-15
COc1ccc(-c2ccc3c(c2)N(C(C)C)C(=O)COC3)cn1	-4	7	x
Cc1ccc(N2CCn3c2nc2c3c(=O)n(CCN3CCCCC3)c(=O)n2C)cc1C	-3	4	x
Cc1nc(Sc2nnnn2C2CC2)c2c(C)c(C)sc2n1	-6	8	x
CCN(Cc1ncc(C)[nH]1)CC1CCN(CCc2ccccc2C)CC1	-10	4	x
COc1cccc(N=Nc2c(-c3ccccc3)[nH]n(-c3ccc([N+](=O)[O-])cc3)c2=O)c1	-11	-4	x
COc1ccc(-c2n[nH]c(=O)c3nc(C)sc23)cc1OC	-1	-6	x
COc1ccc(-c2cc(C(=O)N3CCN(c4ccc(OC)cc4)CC3)c(C)n2-c2ccc(F)cc2F)cc1	-10	-4	-6
CC(C)(N)c1cn(-c2ccccc2)nn1	-6	-1	-16

Additional entries:
SMILES	hcGAS inh	NPYLR7 agonist	mcGAS lum
COC(=O)c1ccc(C(=O)N2CCCC(CO)(Cc3ccc(F)cc3F)C2)nc1 (stereo not given)	-2	2	x
COc1cc(NC(=O)c2ccc(CN3CC=CC3)cc2)cc(OC)c1	-3	x	-2
CC(=O)N1N=C(c2cn(-c3ccccc3)nc2-c2ccccc2)CC1c1ccco1 (stereo not given)	-6	0	x
COc1ccc(CNC(=O)Cn2c3ccccc3c3ncn(Cc4ccccc4)c(=O)c32)cc1	-2	1	-6
COCCN(CC1CCN(Cc2ccccc2OC)CC1)C(=O)c1cc(C)[nH]n1	-12	6	x
CCOC(=O)C1CCCN(C(=O)c2cc(-c3cccc(OC)c3)n(-c3ccccc3)c2C)C1 (stereo not given)	-6	0	-4
COc1cccc(C2C(=C(O)c3ccc(C)cc3)C(=O)C(=O)N2Cc2cccnc2)c1OC (stereo not given)	-4	0	-8
CC(NC(=O)c1cnn2c1CCCC2)c1cn2ncsc2n1 (stereo not given)	-5	7	x
CCOc1ccccc1N1CCN(C(=O)CCN(Cc2ccco2)c2nc(Cc3ccc(F)cc3)ns2)CC1	-2	15	-5
COc1ccc(C)c2sc(N3CCN(C(=O)C4CCCN4S(C)(=O)=O)CC3)nc12 (stereo not given)	-1	-3	x
Cc1c2c(n(Cc3cccc(F)c3)c1C(=O)NCCN1CCOCC1)CCCC2	1	12	-4
Cc1ccc(C(C)C(=O)N2CCOC(COc3ccc(Cl)c(C)c3)C2)cc1 (stereo not given)	-2	6	-4
Cn1c(=O)c2c(nc3n2CC(C(C)(C)C)=NN3CC(N)=O)n(C)c1=O	-5	7	-7
COc1cc2c(cc1OC)CN(c1cc(C(=O)NCc3ccc(Cl)cc3)c3ccccc3n1)CC2	-4	5	-5
Cn1c(C(=O)NCC2CCCO2)cc2sc(Cl)cc21 (stereo not given)	-1	7	-2
O=C(NC(Cc1ccccc1)c1nnc(SCc2ccc(F)cc2)n1-c1ccc(Cl)cc1Cl)NC12CC3CC(CC(C3)C1)C2 (stereo not given)	-12	0	-4
C=CCN1CCC(C(=O)NC(c2ccc(C)cc2)c2ccccn2)CC1 (stereo not given)	-3	-3	-4
Cc1ccc(C(=O)Nc2cnc3sc4cc(C)ccc4n3c2=O)cc1	-7	12	x
CNc1nnc(SCC(=O)Nc2ccc(C(=O)OC)cc2)s1	-2	4	x
O=C(CSc1nnc(NC(=O)c2c(F)cccc2F)s1)Nc1nnc(-c2cccc([N+](=O)[O-])c2)s1	2	-3	x
COc1cc(CN2CCC3(CCCN(CC4CCC4)C3)C2)cc(Cl)c1O (stereo not given)	-3	9	x
Cc1cc(N)nc(SC(C)C(=O)N(C)C2(C#N)CCCCC2)n1 (stereo not given)	1	6	x
COCCn1cc(NC(=O)N2CCN(Cc3ccccc3)CC2)c2ccccc21	-11	17	x
Cc1noc(C)c1C(C)NC(=O)N(Cc1ccoc1)C1CCCCC1 (stereo not given)	-5	4	x
O=C1C2CC=CCC2C(=O)N1CN1CCCC1c1nc2ccccc2s1 (stereo not given)	-8	3	x

Given with bars between the fields: 2 of the compounds above.
canonical_smiles | hcGAS inh | NPYLR7 agonist | mcGAS lum
COc1ccc(C)c2sc(N3CCN(C(=O)C4CCCN4S(C)(=O)=O)CC3)nc12 (stereo not given) | -1 | -3 | x
Cc1c2c(n(Cc3cccc(F)c3)c1C(=O)NCCN1CCOCC1)CCCC2 | 1 | 12 | -4

The main list resumes, starting five compounds before the break.
SMILES	hcGAS inh	NPYLR7 agonist	mcGAS lum
COc1cc(CN2CCC3(CCCN(CC4CCC4)C3)C2)cc(Cl)c1O (stereo not given)	-3	9	x
Cc1cc(N)nc(SC(C)C(=O)N(C)C2(C#N)CCCCC2)n1 (stereo not given)	1	6	x
COCCn1cc(NC(=O)N2CCN(Cc3ccccc3)CC2)c2ccccc21	-11	17	x
Cc1noc(C)c1C(C)NC(=O)N(Cc1ccoc1)C1CCCCC1 (stereo not given)	-5	4	x
O=C1C2CC=CCC2C(=O)N1CN1CCCC1c1nc2ccccc2s1 (stereo not given)	-8	3	x
CCOC(=O)N1CCN(C(c2ccc(F)cc2)c2c(O)cc(C)n(Cc3ccco3)c2=O)CC1 (stereo not given)	-7	9	x
CCOC(=O)C1=C(C)NC(C)=C(C(=O)OCC)C1C(=O)OCC(=O)N(C)C	3	4	x
COc1cc(/C=C2/C(=O)NN(c3ccc(C)c(C)c3)C2=O)c(Br)c(Br)c1O	-3	0	13
C=CCOC(CN1CCN(S(=O)(=O)c2cc(C)ccc2F)CC1)c1cccc(OC)c1 (stereo not given)	-1	-2	-4
Cc1ccc(F)cc1C(=O)N1CCN(c2nc3nccc(-c4cc(Cl)ccc4Cl)n3n2)CC1	-4	3	-6
CCOc1ccc(-c2cc3c(=O)n(CC(=O)NCc4ccc(OC)cc4)ncn3n2)cc1	-4	-12	-7
CCOc1ccc(-c2cc3c(=O)n(CC(=O)NCCc4ccc(Cl)cc4)ccn3n2)cc1	-4	11	-7
CCc1ccc(NS(=O)(=O)c2cc(CC)ccc2OC)cc1	-2	10	-3
Cc1cc(CC(C)NC(=O)c2c(Cl)cnn2C)n[nH]1 (stereo not given)	-3	-2	-8
